PLK1 PBD block: blocks phosphopeptide binding to human PLK1 polo-box domain. P53350. Plk1 PBD binding of FITC phosphopeptide, fluorescence polarization. Potency, µM, inactives show max response, negative = inhibition, actives largely listed as inhibitors. hit rate 2.8% among 360,000; further: potency means the concentration at half of the fitted maximal effect; series mostly up to about 57 µM; on the % scale 0 is the no-effect control and ±100 the full control effect; nearly all actives have a fitted effect of over 65% in size
WRN helicase inh: blocks human WRN helicase; hit rate 0.46% among 360,000; WRN helicase unwinding, fluorescent forked duplex, kinetic; AID 651768; Q14191; Potency, µM (doses to about 114 µM), without a hit: top-dose activity change, negative = inhibition, usual class: inhibitors; further: potency means the concentration at half of the fitted maximal effect; on the % scale 0 is the no-effect control and ±100 the full control effect; nearly all actives have a fitted effect of over 55% in size
Target sequence (Q14191 whole entry, looked up): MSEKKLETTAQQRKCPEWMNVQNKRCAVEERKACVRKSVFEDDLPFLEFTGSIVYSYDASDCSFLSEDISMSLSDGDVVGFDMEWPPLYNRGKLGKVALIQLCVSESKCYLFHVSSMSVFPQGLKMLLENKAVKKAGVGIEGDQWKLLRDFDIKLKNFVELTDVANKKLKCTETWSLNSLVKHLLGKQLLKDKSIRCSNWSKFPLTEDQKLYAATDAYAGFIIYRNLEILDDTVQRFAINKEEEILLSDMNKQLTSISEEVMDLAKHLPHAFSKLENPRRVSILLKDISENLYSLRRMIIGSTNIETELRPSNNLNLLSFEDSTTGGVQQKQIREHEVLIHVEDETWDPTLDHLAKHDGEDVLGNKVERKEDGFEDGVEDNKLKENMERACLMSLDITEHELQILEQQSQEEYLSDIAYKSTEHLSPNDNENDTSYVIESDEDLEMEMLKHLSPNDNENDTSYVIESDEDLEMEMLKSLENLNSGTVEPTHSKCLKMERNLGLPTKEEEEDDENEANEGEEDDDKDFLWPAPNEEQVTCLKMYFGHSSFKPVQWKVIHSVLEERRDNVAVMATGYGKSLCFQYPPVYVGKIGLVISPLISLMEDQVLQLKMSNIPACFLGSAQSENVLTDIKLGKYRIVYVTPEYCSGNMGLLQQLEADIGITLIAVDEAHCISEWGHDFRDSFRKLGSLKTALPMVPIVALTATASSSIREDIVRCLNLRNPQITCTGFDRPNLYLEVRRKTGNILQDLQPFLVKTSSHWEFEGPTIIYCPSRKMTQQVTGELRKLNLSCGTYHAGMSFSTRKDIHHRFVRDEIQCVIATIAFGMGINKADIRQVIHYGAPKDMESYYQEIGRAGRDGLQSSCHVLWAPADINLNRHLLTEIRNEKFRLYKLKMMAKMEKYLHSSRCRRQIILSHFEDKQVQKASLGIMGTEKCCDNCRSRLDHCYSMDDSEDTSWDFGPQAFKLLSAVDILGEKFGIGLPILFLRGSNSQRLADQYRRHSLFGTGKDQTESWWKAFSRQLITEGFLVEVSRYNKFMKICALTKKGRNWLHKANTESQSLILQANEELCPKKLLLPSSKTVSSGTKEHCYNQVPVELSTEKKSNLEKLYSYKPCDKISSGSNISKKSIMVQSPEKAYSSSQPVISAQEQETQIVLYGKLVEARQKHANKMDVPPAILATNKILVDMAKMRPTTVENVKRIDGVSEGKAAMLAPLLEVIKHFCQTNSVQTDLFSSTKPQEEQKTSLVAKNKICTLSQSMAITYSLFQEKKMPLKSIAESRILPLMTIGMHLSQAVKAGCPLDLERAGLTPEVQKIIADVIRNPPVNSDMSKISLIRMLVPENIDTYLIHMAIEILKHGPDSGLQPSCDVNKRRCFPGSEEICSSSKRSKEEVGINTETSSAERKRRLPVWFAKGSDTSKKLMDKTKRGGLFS
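WRN at 20 nM final preincubated with compound 15 min at room temperature; reaction started with 100 nM fluorophore/quencher forked duplex oligonucleotide and 2 mM ATP final. Unwinding followed kinetically by red fluorescence (ex 525, em 598 nm).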
Mm-Cpn inhibitor: M. maripaludis TRiC chaperonin inhibition. purified Mm-Cpn ATPase, ADP Transcreener TR-FRET. AID 504842. hit rate 0.031% among 330,000. Potency, µM (highest dose often 76.9 µM), inactives show top-dose activity, negative = inhibition, actives largely listed as inhibitors; further: potency means the concentration at half of the fitted maximal effect; on the % scale 0 is the no-effect control and ±100 the full control effect; nearly all actives have a fitted effect of over 80% in size
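Quantitative HTS used 25 nM Mm-CPN and 10 uM ATP in magnesium/KCl Tris buffer, pH 7.4, with 1 mM DTT. Hydrolysis ran 30 min at 37°C; ADP was read by HTRF.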
CCT chaperon mod: modulators of cytosolic chaperonin (CCT/TRiC) activity | AID 651819 | purified chaperonin ATPase assay, HTRF ADP detection, 30 min | activity change, % (concentration not given with the values), hits read low | hit rate 0.3% among 360,000; in the data active means activity change below about -30%; further: on the % scale 0 is the no-effect control and ±100 the full control effect
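TRiC (40 or 20 nM final, by batch activity) in 30 mM Tris pH 7.4, 100 mM KCl, 5 mM MgCl2, 1 mM DTT was treated with compound at 76 uM single dose, then 10 uM ATP, 30 min at 37 °C. ADP was read by HTRF Transcreener.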
EPAC1 ag: EPAC1 (human) agonism. O95398. EPAC1 agonist qHTS, biochemical assay; response scale: 100% = response to 6.5 mM cAMP. AID 720707. Potency, µM (highest dose often 154 µM), for inactives: at the highest dose activation, hits mostly activators. hit rate 0.073% among 360,000; further: potency means the concentration at half of the fitted maximal effect; nearly all actives have a fitted effect of over 60% in size
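Normalized to 6.5 mM cAMP, activity reflects EPAC1-catalysed release of BODIPY-GDP from Rap1B, followed kinetically over 30 min at 480 nm excitation, 540 nm emission. Reaction contained 100 nM EPAC1, 250 nM Rap1B-BODIPY-GDP, 50 uM GDP.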
EPAC2 antag: EPAC2 (human) antagonism. AID 720708. hit rate 0.18% among 360,000. EPAC2 GEF exchange of Rap1B-BODIPY-GDP, fluorescence. Q8WZA2. Potency, µM (doses to about 114 µM), without a hit: at the top dose activity, negative = inhibition, hits mostly inhibitors; further: potency means the concentration at half of the fitted maximal effect; on the % scale 0 is the no-effect control and ±100 the full control effect; nearly all actives have a fitted effect of over 45% in size; many of its hits are not listed in these tables
EPAC1 antagonist: blocks human EPAC1 exchange factor. O95398. EPAC1 GEF assay, Rap1b-BODIPY-GDP exchange fluorescence. Potency, µM (highest dose often 115 µM), for inactives: at the top dose activity change, negative = inhibition, actives largely listed as inhibitors. hit rate 0.14% among 360,000. AID 720709;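 further: potency means the concentration at half of the fitted maximal effect; plate controls were vehicle for no effect and positive control for full effect; nearly all actives have a fitted effect of over 50% in size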
PI5P4K alpha inh: PI5P4K alpha (human) kinase inhibition; P48426; PI5P4Kalpha enzyme, ADP-Glo luminescence, 60 min; stronger effect = lower value; max response, %; hit rate 1.2% among 330,000; active means max response of -50% or lower; inconclusive means between -30% and -50%; inactive means -30% or higher; further: value at the top dose of about 77 µM; on the % scale 0 is the no-effect control and ±100 the full control effect
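Enzyme plus substrate dispensed, test compounds pinned in, then ATP (5 microM final) added. After 60 min at RT, ADP-Glo reagent 1 for 45 min and reagent 2 for 30 min preceded luminescence imaging.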
Starred values were filed as active, the others as inactive; u = inconclusive; x = no result given; [ ] = remark or other dose. Unless noted, the call rests on the fitted dose curve; in most records, active means well fitted curve in the direction sought with a large enough effect; inconclusive means small, poorly fitted or top-dose-only effect, or another doubt; inactive means no such curve, though single readings can be large; an effect the other way counts as inactive or inconclusive. This is a subset; rates above refer to the full screens.

canonical_smiles	PLK1 PBD block	WRN helicase inh	Mm-Cpn inhibitor	CCT chaperon mod	EPAC1 ag	EPAC2 antag	EPAC1 antagonist	PI5P4K alpha inh
Cc1nc(-c2ccc(F)cc2)c(CC(=O)N(C)CC(=O)Nc2ccccc2C(F)(F)F)s1	0.9%	-2.8%	2.4%	3.5	-5.2%	6.2%	6.0%	5.5
Cc1cc(=O)n(C2CCS(=O)(=O)C2)[nH]1 (centres undefined)	-14.6%	-3.7%[57.1 µM]	-5.1%	0.0	5.9%	5.1%	u	0.9
O=Cc1cc2ccccc2nc1SCc1ccc(Cl)cc1	-9.3%	-21.5%	0.4%	-4.4	-6.2%	3.4%	-9.8%	1.0
Cc1cc(C)n2nc(SCC(=O)Nc3ccccc3C)nc2n1	1.4%	2.8%	1.0%	-1.3	-0.2%	5.9%	-3.3%	-9.6
Cc1nn(CC(=O)N2CCN(C)CC2)c(=O)c2ccccc12	6.0%	-3.9%	-1.2%	-5.1	1.9%	-3.9%	-0.8%	2.7
CC(C)(C)c1csc(NNC(=O)c2ccc(Cl)cc2)n1	u	-0.7%	0.3%	-2.1	4.3%	2.1%	-5.8%	-3.1
CCc1cc2c(SCc3nc4sc(C(C)=O)c(C)c4c(=O)[nH]3)ncnc2s1	-7.4%	u	-15.2%	-4.1	-0.9%	1.1%	u	u
CCn1c(CCNC(=O)c2cccs2)n[nH]c1=S	-6.7%	10.3%	0.0%	0.2	-15.5%	2.6%	6.1%	-8.4
CCN1C(=O)[C@H]2[C@@H](c3ccc(-c4ccc(OC)cc4)cc3)N[C@@](C)(C(=O)OC)[C@H]2C1=O	2.3%	1.3%	-8.1%	0.2	-22.6%	15.3%	-6.2%	1.6
O=C(NCc1cccnc1)c1cc(Sc2cccc(Cl)c2)nc2ccccc12	-3.3%	-19.8%	-13.5%	-2.1	u	-14.3%	-28.6%	2.8

Part of the list above, reduced to EPAC1 antagonist and WRN helicase inh:
Molecule	EPAC1 antagonist	WRN helicase inh
O=Cc1cc2ccccc2nc1SCc1ccc(Cl)cc1	-9.8%	-21.5%
Cc1cc(C)n2nc(SCC(=O)Nc3ccccc3C)nc2n1	-3.3%	2.8%
Cc1nn(CC(=O)N2CCN(C)CC2)c(=O)c2ccccc12	-0.8%	-3.9%
CC(C)(C)c1csc(NNC(=O)c2ccc(Cl)cc2)n1	-5.8%	-0.7%

Next section
canonical_smiles	PLK1 PBD block	WRN helicase inh	Mm-Cpn inhibitor	CCT chaperon mod	EPAC1 ag	EPAC2 antag	EPAC1 antagonist	PI5P4K alpha inh
NC(=O)CSc1nnc2ccc(-c3ccc(F)cc3)nn12	15µM*	3.9%	-1.6%	-0.8	3.2%	10.5%	-18.7%	-1.6
Cn1c(-c2ccccc2[N+](=O)[O-])[n+](C)c2ccccc21	3.4%	0.1%	-0.1%	1.5	-7.0%	-12.6%	3.5%	20.3
O=C1CSc2nc3ccccc3n21	-6.2%	-11.4%	-0.1%	-0.6	3.7%	-6.4%	-1.7%	x
Cc1c(C(=O)O)cccc1N1C(=O)Nc2ccccc2N1O	-1.5%	-10.9%	-3.3%	-1.1	2.1%	8.1%	6.5%	11.3
COc1ccc(C2c3[nH]c4ccccc4c3CCN2C(=O)Cc2nonc2C)c(F)c1 (centres undefined)	-6.2%	-10.8%	-2.3%	-2.9	2.0%	-13.0%	-12.7%	1.6
CCOc1ccccc1C1CC(=O)NC2=C1C(=O)CC(C)(C)C2 (centres undefined)	26.7µM*	4.1%	-3.7%	-1.8	-0.9%	3.4%	1.7%	-0.4
COc1cccc(-c2cnc3c(NC=O)cc(-c4ccc(N(C)C)cc4)cn23)c1	-14.1%	-1.8%[57.1 µM]	x	0.2	4.4%	-2.4%	-13.3%	u
CCc1ccccc1Nc1nc(N)nc(CSc2nnnn2C)n1	6.4%	-1.8%	-0.9%	2.6	-1.8%	11.3%	4.9%	-2.3
Nc1c(C(=O)c2cccs2)sc2nsc(SCCN3CCCCC3)c12	-21.0%	-7.5%	-1.0%	-1.1	0.6%	-1.0%	-20.0%	1.2
O=C(COc1ccc(S(=O)(=O)N2CCCCC2)cc1)NCC1CCCO1 (centres undefined)	-18.1%	13.7%	-0.3%	0.6	-7.1%	3.2%	-6.9%	-10.4

Remaining list, next part:
canonical_smiles	PLK1 PBD block	WRN helicase inh	Mm-Cpn inhibitor	CCT chaperon mod	EPAC1 ag	EPAC2 antag	EPAC1 antagonist	PI5P4K alpha inh
O=C(c1ccc([N+](=O)[O-])s1)N1CCN(c2ccc(C(F)(F)F)cn2)CC1	3.2%	-0.7%	-1.2%	0.0	-2.5%	-1.9%	4.9%	1.3
CCN(C[C@H]1N[C@@](CC)(C(=O)OC)[C@H]2C(=O)N(C)C(=O)[C@@H]12)C(=O)c1ccccc1	-13.0%	2.2%	0.9%	0.0	-21.0%	-1.1%	2.1%	-4.4
C=CCC1(CC=C)CC(Cc2cnccn2)N(C(=O)OC(C)(C)C)C1 (centres undefined)	-5.4%	5.0%	x	0.8	-14.6%	-23.5%	-6.4%	-1.3
C=CCN(C(=O)c1ccc2c(c1)nnn2C)c1ccccc1	-6.2%	11.1%	0.4%	-3.0	2.4%	1.4%	2.0%	-8.6
O=C(NCCN1CCOCC1)c1ccccc1-c1ccccc1	-5.1%	0.5%	0.0%	-1.9	-3.1%	-3.9%	-17.0%	1.0
CCOC(=O)N1CCN(C(=O)c2cn(CC(C)C)c(=O)c3c2c2ccccc2n3C)CC1	-2.2%	2.1%	-0.6%	-0.9	-1.8%	11.2%	9.0%	x
CCOc1ccc(S(=O)(=O)N2CCN(c3ccccc3OC)CC2)c2cccnc12	-10.5%	-5.2%	u	-1.8	7.6%	-2.1%	-0.5%	-4.3
CCC1=NN2C(=N)/C(=C/c3c(C)nn(-c4ccccc4)c3Cl)C(=O)N=C2S1	-16.8%	-1.5%	0.3%	-1.7	-10.6%	-9.1%	-21.3%	-25.4
C/C(=N\NC(=O)CNC(=O)C1COc2ccccc2O1)c1ccc(Cl)cc1 (centres undefined)	5.1%	-17.7%	1.6%	-2.2	-9.0%	9.4%	-7.4%	-12.0
CCNC(=S)N1CCc2ccccc2C1	-13.5%	-1.3%	1.2%	-1.4	15.4%	1.6%	-1.4%	-0.7

New compounds follow
canonical_smiles	PLK1 PBD block	WRN helicase inh	Mm-Cpn inhibitor	CCT chaperon mod	EPAC1 ag	EPAC2 antag	EPAC1 antagonist	PI5P4K alpha inh
COc1ccc(S(=O)(=O)N2CCC(C(=O)NCCOc3ccccc3F)CC2)cc1OC	0.3%	3.3%	-7.8%	-0.9	9.9%	-6.1%	-9.5%	0.4
COc1ccc(/C=N/Nc2cc(OC)ncn2)cc1	-9.3%	-20.4%	0.2%	-1.6	13.2%	-0.6%	-1.1%	-19.7
Cc1ccc(C(=O)Oc2cc(N)n(S(=O)(=O)c3ccc(C)cc3)n2)cc1	-1.7%	3.2%	-0.4%	0.5	-18.7%	-8.3%	4.8%	-20.3
COc1ccc(NC(=O)C2CCCN(S(=O)(=O)c3cccc4cccnc34)C2)cc1 (centres undefined)	u	-10.7%	1.2%	0.3	-10.5%	6.1%	u	-17.1
NC(=O)Cc1nc2scc(-c3ccccc3)c2c(=O)[nH]1	u	-11.5%	0.0%	0.3	1.3%	17.4%	12.8%	u
COc1cc(C)ccc1OCc1cc(C(=O)N2CCCCCC2)no1	26.7µM*	-7.6%	-2.6%	0.2	-9.8%	-0.7%	20.4%	7.2
CCOC(=O)c1ccccc1Oc1c(F)c(F)nc(NCCO)c1F	-0.3%	-6.6%	-4.2%	-2.8	-0.2%	1.9%	6.4%	x
CCC(C)NCCOCCOc1ccc(Cl)cc1Br (centres undefined)	-17.2%	-1.2%	-1.8%	-2.6	6.1%	14.2%	21.4%	2.0
NC1=NC(c2ccc(Cl)cc2)N(c2ccc(S(N)(=O)=O)cc2)C(N)=N1 (centres undefined)	4.5%	10.2%	-2.0%	1.1	4.3%	0.0%	-12.3%	8.9
CCN(Cc1nc2ccccc2n1C)c1ccccc1	-7.1%	3.3%	-5.3%	-0.7	-3.6%	-10.6%	4.9%	-4.1

The results go on:
canonical_smiles	PLK1 PBD block	WRN helicase inh	Mm-Cpn inhibitor	CCT chaperon mod	EPAC1 ag	EPAC2 antag	EPAC1 antagonist	PI5P4K alpha inh
CC(C(=O)NC1CCCCC1)N1C(=O)c2cccc3cccc1c23 (centres undefined)	-9.7%	6.7%	-1.6%	2.2	-21.5%	-4.6%	-29.0%	2.1
COc1ccc(Cl)cc1NC(=O)CSc1nnc(CNC(=O)c2cccs2)o1	u	-3.3%	2.0%	-1.9	19.1%	-7.6%	-0.1%	-5.5
Cc1c(C(=O)N(C)Cc2ccc(F)cc2)sc(=O)n1Cc1ccccc1C#N	-2.7%	3.1%[57.1 µM]	x	0.8	0.2%	7.5%	1.7%	0.3
CCC1CCC(c2nnc(-c3ccc(Br)cc3)o2)CC1 (centres undefined)	-14.2%	-0.6%	-0.2%	0.2	-0.3%	-0.8%	3.3%	2.6
CCCOC(=O)C1[C@H]2C(=O)N(CCCOC)C[C@]23C=C[C@H]1O3 (some centres undefined)	-5.6%	9.5%	-0.1%	-2.1	4.5%	-0.1%	5.2%	x
COc1ccc(N2C(=S)N(C(=O)c3ccccc3)C(=Nc3ccccc3)C2=Nc2ccccc2)cc1	21.2µM*	-4.1%	x	-0.3	0.0%	-6.0%	0.0%	x
COc1cccc(-c2nnc3sc(C4CCCCC4)nn23)c1	-10.5%	2.6%	-1.1%	-2.3	0.2%	-0.5%[57.1 µM]	-25.2%	1.2
CC(=O)Nc1sc(C)c(C)c1C(=O)Nc1ccc(C)cc1	-3.5%	1.1%	0.9%	1.8	1.1%	10.5%	13.8%	x
O=C(Nc1nnc(C2=COCCO2)o1)C1CCCCC1	1.9%	-17.8%	-2.4%	-3.6	-4.3%	6.8%	-11.3%	-0.9
O=Nc1c2ccc[nH]c-2c2ccc([N+](=O)[O-])cc12	-14.2%	-4.5%	2.3%	-2.1	-2.8%	-7.7%	-21.2%	-16.4
COc1ccc(OCC(O)CNC(=O)/C=C/c2cccc([N+](=O)[O-])c2)cc1 (centres undefined)	0.3%	10.5%	-0.8%	2.0	-0.7%	0.9%	1.7%	-2.7
O=C(Cn1c(=O)[nH]c2ccccc2c1=O)N1CCN(c2cccc(Cl)c2)CC1	4.4%	1.2%	0.2%	-0.8	10.2%	1.5%	9.3%	-5.3

Screening results (PubChem BioAssay)
